ADAM10 inh: inhibitors of human ADAM10; 370,000 tested, 0.62% active; recombinant ADAM10, EDANS/DABCYL FRET peptide cleavage, 3 h; inhibition, % at 7 µM; AID 720582; O14672;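 active = inhibition above a per-campaign cutoff equal to the mean of compounds falling between control-based bounds plus 3 SD, cut at about 20% in these data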;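 note: 0% = DMSO wells while the 100% control is not disclosed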
proKLK7 act: proKLK7 (human) activation, primary screen | purified proKLK7, EDANS-DABCYL substrate fluorescence; 100% is mature enzyme control, 0% vehicle | 370,000 tested, 0.9% active | P49862 | activation, % at 7 µM | AID 652039;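 active = activation above the mean of all tested compounds plus 3 SD, computed per campaign excluding outliers beyond control limits, cut at about 13% in these data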
Target sequence (P49862 whole entry, looked up): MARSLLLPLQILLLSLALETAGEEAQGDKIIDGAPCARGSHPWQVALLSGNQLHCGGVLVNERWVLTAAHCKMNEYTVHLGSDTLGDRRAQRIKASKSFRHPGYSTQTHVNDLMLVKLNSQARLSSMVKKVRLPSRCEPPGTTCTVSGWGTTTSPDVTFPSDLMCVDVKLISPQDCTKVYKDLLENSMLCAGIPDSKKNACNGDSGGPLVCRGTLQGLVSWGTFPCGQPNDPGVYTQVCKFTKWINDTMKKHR
PLCg1 inh: inhibitors of human phospholipase C gamma1. 370,000 tested, 0.84% active. P19174. purified PLC-gamma1, fluorogenic substrate, fluorescence. inhibition, % at 12.2 µM. AID 720700; in the data active = inhibition above about 9.5%
LEDGF integ inh: blocks HIV-1 LEDGF/p75-dependent DNA integration; TR-FRET IN-LEDGF/p75 DNA integration, Eu/Cy5; inhibition, % at 3.7 µM; 370,000 tested, 0.64% active;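 active = inhibition above the screen-wide mean plus 3 SD, cut at about 13% in these data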;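 note: signal is the Cy5 over europium emission ratio at 671 and 618 nm; 0% = plate median of compound wells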
ARFGAP1 inh: inhibits rat ARF GTPase activating protein 1; 360,000 tested, 0.26% active; Q62848; inhibition, % at 16.5 µM; AID 651572; Arfgap1-stimulated ARF1 GTP hydrolysis, GDP FP detection;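 active = inhibition above a per-plate limit, mean inhibition of low control wells plus 3 SD, cut at about 25% in these data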;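 note: 0% = DMSO wells with enzyme and 100% = wells lacking Arfgap1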
Target sequence (Q62848 1-136 limits assumed): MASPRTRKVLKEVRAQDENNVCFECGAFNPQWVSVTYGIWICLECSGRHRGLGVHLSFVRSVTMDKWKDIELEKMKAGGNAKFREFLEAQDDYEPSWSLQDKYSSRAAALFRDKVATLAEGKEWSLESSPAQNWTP
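Material: rat Arfgap1 catalytic domain, aa 1-136; also added: human ARF1(Δ1-17)-GTP substrate; compound dosing: one concentration, 16.5 µM, DMSO 1.26%; incubation: GTP hydrolysis reaction 2 h at 25 °C; measured by: Tracer-displacement fluorescence polarization with EDTA stop, 620/688 nm; evaluation: % inhibition from polarization; repeats: one replicate per compound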
Tn7 DDE FP: DD(E)-Tn7 binding inhibition, primary FP screen. FP displacement of FITC-Tn7 peptide from fibrin DD(E); 0% = median of compound wells per plate. 370,000 tested, 0.13% active. P02675. inhibition, % at 8.3 µM;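 active = inhibition above the mean of compounds falling within the control limits plus 3 SD of them, cut at about 14% in these data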;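 note: 0% = plate median of compound wells and 100% = 10 µM Aha-Tn7 peptide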
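Measure: % inhibition scaled between sample-field median and high-control FP; Test system: human fibrin DD(E); Quantity: 2 µM final DD(E) protein; Doses: one dose, 8.3 µM nominal; Schedule: compound with protein 10 min, then 3 h after probe, room temperature; Detection: fluorescence polarization; Medium: Tris buffer with calcium and detergent, pH 7.8.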
TDP2 inh: blocks human TDP2 phosphodiesterase activity; O95551; recombinant TDP2, T5PNP hydrolysis, p-nitrophenol absorbance 415 nm; inhibition, % at 12.8 µM; 370,000 tested, 0.34% active;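 active = inhibition above the mean of all tested compounds plus 3 SD, set per campaign, cut at about 25% in these data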;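 note: 0% = DMSO with enzyme and 100% = buffer with substrate but no TDP2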
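System – recombinant human TDP2 · Amount – 120 nM TDP2 per well · Buffer or medium – Mg2+-containing Tris-HCl buffer, pH 7.5 · Reagent – T5PNP substrate, 5 mM · Dosing – 12.8 µM single point, 1% DMSO · Incubation – 2 h at 37 °C · Measured by – epi absorbance · Read-out basis – percent inhibition · Benchmarks – high control without enzyme, low control DMSO plus TDP2 · Repeats – singlicate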
ADAM17 inh: inhibits human ADAM17. P78536. 370,000 tested, 0.83% active. inhibition, % at 6.95 µM. recombinant ADAM17, EDANS/DABCYL FRET peptide cleavage. AID 720648;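 active = inhibition above the mean of compounds lying between control limits plus 3 SD, set per campaign, cut at about 8.5% in these data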;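 note: 0% = DMSO-only wells as the low control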
Target sequence (P78536 215-824 limits assumed): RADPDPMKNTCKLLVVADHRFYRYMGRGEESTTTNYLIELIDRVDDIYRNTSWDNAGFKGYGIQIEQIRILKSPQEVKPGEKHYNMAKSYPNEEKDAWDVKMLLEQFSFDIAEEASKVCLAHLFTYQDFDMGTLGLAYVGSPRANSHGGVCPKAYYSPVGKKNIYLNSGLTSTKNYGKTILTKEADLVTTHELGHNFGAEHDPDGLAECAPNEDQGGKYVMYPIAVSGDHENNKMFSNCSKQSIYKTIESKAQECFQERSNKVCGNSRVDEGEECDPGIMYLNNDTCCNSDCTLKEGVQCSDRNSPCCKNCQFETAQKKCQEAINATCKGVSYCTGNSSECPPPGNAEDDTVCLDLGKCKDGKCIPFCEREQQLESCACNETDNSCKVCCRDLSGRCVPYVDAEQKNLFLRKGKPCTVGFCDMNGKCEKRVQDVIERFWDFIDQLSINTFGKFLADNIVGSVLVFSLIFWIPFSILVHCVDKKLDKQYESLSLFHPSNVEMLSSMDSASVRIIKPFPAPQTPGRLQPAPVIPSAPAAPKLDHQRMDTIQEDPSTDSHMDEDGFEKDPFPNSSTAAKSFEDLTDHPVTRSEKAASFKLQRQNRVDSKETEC
ASAP1 inh: ASAP1 ArfGAP inhibition. 360,000 tested, 0.19% active. AID 624377. inhibition, % at 16.5 µM. ASAP1-stimulated ARF1 GTP hydrolysis, GDP FP detection. Q9ULH1; in the data active = inhibition above about 25%;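 note: 0% = vehicle with enzyme and substrate and 100% = no enzyme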
DDE Tn6 FP inh: DD(E)-Tn6 binding inhibition, primary FP screen. P02675. Fibrin DD(E) TRITC-Tn6 fluorescence polarization displacement. 370,000 tested, 0.21% active. inhibition, % at 8.3 µM;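 active = inhibition above a per-campaign cutoff: mean of compounds within control limits plus 3 SD, cut at about 15% in these data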;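 note: 0% = median of all compound wells on the plate and 100% = blocking peptide control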
An asterisk follows results filed as active; nt = not tested or not shown. An unsorted share of the library (roughly 4.2% active in at least one column).

# | canonical_smiles | ADAM10 inh | proKLK7 act | PLCg1 inh | LEDGF integ inh | ARFGAP1 inh
1 | COc1ccc(S(=O)(=O)NCc2cccnc2)cc1 | -4 | 0.1 | 0 | 0 | -8
2 | COC(=O)c1c(NC(=O)c2ccco2)sc(C(=O)Nc2ccc(F)cc2)c1C | 3 | 0.1 | 0 | -1 | 10
3 | O=C1c2ccccc2C(O)N1c1ccc(Cl)cc1 (stereo unspecified) | -4 | 1.0 | -2 | 0 | -11
4 | COc1ccc(CCN(C(=O)c2cccc(F)c2)C2CC(=O)N(c3ccc(OC)cc3)C2=O)cc1 (stereo unspecified) | 8 | 0.1 | 2 | -1 | 3
5 | CN(Cc1cn[nH]c1-c1cc2ccccc2o1)CC1CCOCC1 | -4 | -0.6 | -2 | -4 | 2
6 | CCn1c(CSCc2ccccc2)n[nH]c1=S | 1 | -0.9 | 0 | 0 | 1
7 | Cc1ccc(S(=O)(=O)CC(=O)NC2CC2)cc1 | 0 | 0.8 | 1 | -1 | -2
8 | COc1ccc(-c2csc(NC(=S)NC(=O)/C=C/c3ccccc3)n2)cc1Br | -3 | 0.7 | 1 | -4 | 4
9 | O=C(C1=C[C@@H](c2ccc(C(F)(F)F)cc2)C[C@@H](OCCCCO)O1)N1CCCCCCC1 | 2 | 0.8 | 1 | 1 | 1
10 | CCC(=O)Nc1cccc(NC(=O)CSc2nnc(-c3ccc(NS(C)(=O)=O)cc3)n2CC)c1 | -10 | 0.0 | 0 | -3 | 4
11 | C/C(Cc1ccccc1)=N\NC(=O)CNC(=O)c1ccccc1 | 8 | -0.2 | 4 | 0 | 3
12 | C=CCc1c(C)nc2ccc(C(=O)OCC)cc2c1Cl | -23 | -1.0 | -1 | 4 | -9
13 | CCN(C(=O)CSc1nnc(-c2ccccc2Br)o1)C1CCS(=O)(=O)C1 (stereo unspecified) | 5 | -0.7 | 1 | -4 | 11
14 | C=CCNC(=S)NNC(=O)c1cccnc1 | 2 | -0.1 | -1 | -4 | -4
15 | O=C(Nc1ccc(S(=O)(=O)NC2=NCCCCC2)cc1)C1COc2ccccc2O1 (stereo unspecified) | 4 | 0.2 | 3 | 7 | 6

# | Tn7 DDE FP | TDP2 inh | ADAM17 inh | ASAP1 inh | DDE Tn6 FP inh
1 | 6 | 8 | -5 | -3 | -4
2 | 2 | 1 | -5 | 4 | -1
3 | -3 | 2 | -4 | 6 | 1
4 | 6 | 0 | 0 | 9 | -4
5 | 0 | 3 | -7 | -5 | 0
6 | -2 | -6 | -5 | -8 | -7
7 | -6 | 1 | -3 | 8 | 4
8 | 0 | -2 | -5 | -10 | 5
9 | -3 | 4 | 0 | -3 | 5
10 | 2 | -5 | -3 | 0 | -1
11 | -1 | 5 | -1 | 7 | -5
12 | 4 | 2 | -7 | -21 | 2
13 | 1 | -9 | 2 | 3 | 6
14 | 2 | 6 | -3 | 6 | 6
15 | -1 | -5 | -2 | 13 | -5

Next structures.
# | canonical_smiles | ADAM10 inh | proKLK7 act | PLCg1 inh | LEDGF integ inh | ARFGAP1 inh
16 | Cc1ccc(N(CC(=O)NCC2CCCO2)C(=O)CCC(=O)Nc2cc(C)on2)cc1 (stereo unspecified) | 5 | 0.7 | 0 | 0 | 4
17 | O=C(Oc1cccc(Cl)c1)N1CCOCC1 | 0 | -0.1 | -1 | -7 | 1
18 | C[C@H]1[C@@H](OC(=O)Nc2ccc(Cl)cc2)CC[C@@]23CCCN2C(=O)CCC[C@@H]13 | -1 | nt | -2 | -2 | nt
19 | COc1ccc(Sc2cnn(-c3ccccc3)c(=O)c2Cl)cc1 | -5 | 1.0 | -4 | 3 | -15
20 | S=C(c1ccc(OCc2ccccc2)cc1)N1CCCC1 | 6 | 0.1 | -2 | 2 | 11
21 | COC(=O)C[C@H]1c2cc(C(F)(F)F)ccc2S(=O)(=O)N1Cc1ccccc1OC | 4 | 0.5 | 0 | -3 | 6
22 | CC(=O)N(C(C)=O)c1ccc2nc(C)[nH]c(=O)c2c1 | -2 | 0.1 | 2 | 4 | -3
23 | O=C(CC1C(=O)NCCN1Cc1ccc(F)cc1)NC1CCCCCCC1 (stereo unspecified) | -49 | -0.3 | -6 | 1 | -13
24 | Cc1cc(C)nc(Sc2ccc3nnc(C(F)(F)C(F)(F)C(F)(F)F)n3n2)n1 | 8 | -0.2 | 5 | 8 | -7
25 | CCn1cc(CCC(=O)NC(C)c2ccccc2)c2ccccc21 (stereo unspecified) | 0 | 0.9 | -9 | -5 | -8
26 | CCN(CC(=O)NCc1cccs1)c1ccc(S(=O)(=O)N2CCOCC2)cn1 | 0 | 0.2 | 0 | -1 | 5
27 | COCCCN1C(=O)C(O)=C(C(=O)c2ccco2)C1c1cccc(Br)c1 (stereo unspecified) | 10 | 0.5 | -5 | 2 | -8
28 | CCc1ccccc1NC(=O)CSc1nnc([C@@H]2CCCN2C(=O)OC(C)(C)C)o1 | 5 | -0.2 | 1 | 1 | -5
29 | O=C(OCC(=O)N1CCN(c2ccccc2)CC1)c1ccc([N+](=O)[O-])s1 | 0 | 0.0 | -1 | 16* | -16
30 | CCn1c(SCC(=O)c2ccc(C)cc2)nnc1-c1ccoc1C | 11 | 0.1 | 2 | 1 | 13

# | Tn7 DDE FP | TDP2 inh | ADAM17 inh | ASAP1 inh | DDE Tn6 FP inh
16 | -7 | 0 | -1 | -5 | 1
17 | 5 | -9 | 0 | 1 | 4
18 | 9 | -10 | -2 | nt | 4
19 | 0 | -24 | 6 | -6 | -6
20 | 5 | -10 | -1 | -16 | 2
21 | 0 | -4 | -4 | 3 | -8
22 | -3 | 8 | -2 | -7 | 5
23 | 0 | -1 | -9 | -1 | -3
24 | 1 | -9 | 4 | 1 | -3
25 | 8 | -17 | -1 | -8 | 0
26 | 6 | 8 | -7 | -2 | 6
27 | 6 | 0 | -2 | 0 | 0
28 | 4 | -6 | 0 | -11 | 3
29 | 0 | 32* | 0 | -10 | 5
30 | -1 | 3 | -2 | 10 | -7

Next section:
# | canonical_smiles | ADAM10 inh | proKLK7 act | PLCg1 inh | LEDGF integ inh | ARFGAP1 inh
31 | O=C(Nc1ccc(C(O)c2ccccc2)cc1)[C@@H]1O[C@H](CO)[C@H](O)[C@H](O)[C@H]1O (stereo partly specified) | 2 | -0.7 | 14* | 9 | 1
32 | Cn1c(C(=O)NCCOc2ccccc2Cl)cc(=O)n(C)c1=O | 3 | -0.7 | -1 | 2 | -8
33 | O=C(NCc1ccco1)c1ccc([N+](=O)[O-])o1 | -7 | 0.1 | 1 | -3 | -6
34 | O=C(c1ccccc1)c1cncc(Br)c1 | 2 | 0.4 | 3 | 0 | 6
35 | O=C1CC(C(=O)Nc2ccc(Br)cc2)S/C(=N\N=C\c2ccco2)N1 (stereo unspecified) | 8 | 0.0 | 7 | 4 | 3
36 | O=C(CNC(=O)c1cccc(F)c1)OCC(=O)N1CCCCC1 | -4 | 0.2 | 1 | -6 | -2
37 | CC(=O)C1=C(O)C(=O)N(c2ccc(O)cc2)C1c1cccc([N+](=O)[O-])c1 (stereo unspecified) | -7 | 0.4 | -2 | -1 | 7
38 | O=C(Cc1ccccc1)Nc1ccc(NC(=O)c2ccco2)cc1Cl | -12 | -0.3 | 2 | 1 | -2
39 | CC(=O)NC1=NN(C(C)=O)C(c2ccc(C)cc2)S1 (stereo unspecified) | -6 | -0.3 | -2 | 7 | 1
40 | Cn1cc(CN2CCCC(C(=O)c3ccc(-c4ccccc4)c(F)c3)C2)cn1 (stereo unspecified) | -1 | 0.8 | 0 | 2 | -1
41 | O=C(c1ccc2c(c1)OCO2)C1CCCN(C2CCN(CCc3ccccc3)CC2)C1 (stereo unspecified) | -13 | 0.9 | 0 | 0 | 15
42 | CC(=O)N1CC2(c3ccccc3)CN(C(C)=O)CC(c3ccccc3)(C1)C2=O | 6 | -0.5 | 5 | 2 | 2
43 | O=C(CN1C(=O)c2ccccc2S1(=O)=O)Nc1ccc(S(=O)(=O)N2CCCCC2)cc1 | 1 | 1.1 | 2 | -3 | 10
44 | Cc1ccc(S(=O)(=O)N2CCC(C(=O)NCCC3=CCCCC3)CC2)c(C)c1 | -13 | 0.0 | -2 | -3 | -10
45 | Cc1ccc(OCCn2cnc3ccccc3c2=O)c([N+](=O)[O-])c1 | -1 | 0.9 | 4 | 4 | 6

# | Tn7 DDE FP | TDP2 inh | ADAM17 inh | ASAP1 inh | DDE Tn6 FP inh
31 | 1 | -20 | 3 | -4 | 2
32 | -8 | -3 | -1 | 11 | 0
33 | -3 | -7 | -1 | 3 | 4
34 | 3 | 7 | 1 | -2 | 9
35 | 2 | 3 | 4 | 1 | 1
36 | -2 | 13 | 1 | -2 | 1
37 | -2 | 17 | 2 | 3 | -4
38 | -4 | 13 | 0 | -4 | -5
39 | -1 | -6 | -4 | -16 | -1
40 | 1 | 5 | -1 | 2 | 2
41 | -7 | -1 | -3 | 2 | -3
42 | 0 | -12 | 1 | 10 | -7
43 | -1 | -8 | 1 | 9 | -3
44 | 4 | -13 | -4 | 6 | 9
45 | -6 | -5 | 1 | 2 | -9

(next part)
# | canonical_smiles | ADAM10 inh | proKLK7 act | PLCg1 inh | LEDGF integ inh | ARFGAP1 inh
46 | CCCc1cn(-c2ccc3c(c2)[C@]2(CC(=O)N(C)C2c2ccccc2)C(=O)N3CC(C)C)nn1 (stereo partly specified) | -5 | 0.5 | -2 | 1 | nt
47 | O=C1c2ccccc2C2=Nc3ccccc3SC(c3cccc(F)c3)C12 (stereo unspecified) | 18 | 0.3 | 6 | 2 | 20
48 | O=C(COC(=O)/C=C/c1ccc(F)cc1)NC(=O)NCc1ccccc1 | -2 | -0.7 | 3 | -1 | -2
49 | CC(=O)C1=C(C)Nc2ncnn2C1c1ccccc1Cl (stereo unspecified) | -9 | 0.4 | 0 | -2 | 3
50 | O=C(O)c1cc(-c2ccc3ccccc3c2)nc2ccc(F)cc12 | -155 | 3.6 | -130 | 0 | -13

# | Tn7 DDE FP | TDP2 inh | ADAM17 inh | ASAP1 inh | DDE Tn6 FP inh
46 | 1 | -9 | -5 | nt | 2
47 | -2 | 1 | 8 | 4 | -6
48 | -7 | -3 | 1 | 5 | 4
49 | 3 | 7 | -3 | -1 | -4
50 | -6 | 1 | -59 | -11 | -1
